# Source: PubChem (Sanford-Burnham Center for Chemical Genomics)
# GPR35 arrestin U2OS = GPR35 antagonists blocking zaprinast-driven arrestin recruitment, primary screen, imaging, U2OS, beta-arrestin-GFP, zaprinast agonist (AID 2058) | 0.052% of 290,000 active | inhibition, % at 10 µM, or IC50 in µM where a hit was titrated | G-protein coupled receptor 35 (Homo sapiens) | U2OS GPR35 beta-arrestin-GFP translocation imaging, zaprinast antagonism; higher % means a stronger effect;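 active = inhibition of at least 50% with at least 30 cells and total cytoplasm GFP at most 10,000,000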
# GPR55 antagonists = GPR55 antagonists blocking LPI-driven arrestin recruitment, primary screen, imaging, U2OS, beta-arrestin-GFP, LPI agonist (AID 2013); U2OS GPR55 beta-arrestin-GFP translocation imaging, LPI antagonism; higher % means a stronger effect; inhibition, % at 10 µM, or IC50 in µM where a hit was titrated; 0.13% of 290,000 active;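 active = spots per cell inhibited over 60%, with over 100 cells counted and total cytoplasm intensity under 500,000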;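 also: U2OS cells stably carrying GPR55 and arrestin-GFP stimulated by 5 µM LPI near EC80; imaged beta-arrestin-GFP aggregate spots per cell after agonist stimulation; plate controls were LPI-stimulated DMSO wells for no effect and DMSO wells without LPI for full effect; some results filed as inactive read as strong as hits; confirmed hits need IC50 under 10 µM and bright autofluorescent wells are also inconclusive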
# AID2073 = inhibitors of Mint1-CaV2.2 protein interaction, biochemical, HTRF (AID 2073). HTRF protein-protein interaction, Mint1-CaV2.2; higher % means a stronger effect. 0.19% of 290,000 active. Voltage-dependent N-type calcium channel subunit alpha-1B (Homo sapiens). inhibition, % at 20 µM; hits with a dose series show IC50 in µM; in the data active = inhibition mostly above about 51%, no sharp cut-off; also: some results filed as inactive read as strong as hits
# GPR55 beta-arrestin = GPR55 agonists via beta-arrestin recruitment, primary screen, imaging, U2OS cells, beta-arrestin-GFP redistribution (AID 1961) | G-protein coupled receptor 55 (Homo sapiens) | U2OS GPR55 beta-arrestin-GFP redistribution imaging; higher % means a stronger effect | activation, % at 10 µM, or EC50 in µM where a hit was titrated | 0.048% of 290,000 active;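 active = activation above 40% with more than 50 cells counted in the well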;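 also: U2OS osteosarcoma cells stably expressing GPR55 and beta-arrestin-GFP; plate controls were DMSO negative control for no effect and LPI positive control for full effect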
# KOR beta-arrestin-1 = KOR antagonists, beta-arrestin recruitment, cell-based, luminescence, uHTS (AID 1778); Kappa-type opioid receptor (Homo sapiens); KOR beta-arrestin recruitment, luminescence, antagonist mode; higher % means a stronger effect; inhibition, % at 10 µM; hits with a dose series show IC50 in µM; 0.091% of 290,000 active; in the data active = inhibition above about 50%; also: strong numbers were not always called active
# HIV peptide binding = inhibitors of HIV fusion peptide binding, primary screen, biochemical, uHTS, fluorescence dequenching (AID 1986) | 0.3% of 290,000 active | cell-free peptide binding, fluorescence dequenching, 30 min; higher % means a stronger effect | one-dose inhibition, % at 20 µM; IC50 in µM for titrated hits; in the data active = inhibition mostly above about 52%, no sharp cut-off; inactive = mostly below about 76%; also: some results filed as inactive read as strong as hits
# Siah-1 displacement = Siah-1 peptide-binding antagonists, primary screen, biochemical, fluorescence polarization, rhodamine-plectin, uHTS (AID 1817); Siah-1 / rhodamine-plectin peptide fluorescence polarization; higher % means a stronger effect; E3 ubiquitin-protein ligase SIAH1 (Homo sapiens); displacement, % at 20 µM; hits with a dose series show IC50 in µM; 0.02% of 290,000 active;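 active = displacement of at least 50% at 20 µM, with a fluorescence ratio check between 0.3 and a set limit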;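 also: plate controls were Siah plus tracer with DMSO for no effect and tracer alone without Siah for full effect; strong numbers were not always called active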
# KOR beta-arrestin-2 = KOR agonists, beta-arrestin recruitment, primary screen, cell-based, luminescence, uHTS (AID 1777); 0.02% of 280,000 active; activation, % at 10 µM, or EC50 in µM where a hit was titrated; KOR beta-arrestin recruitment, luminescence; higher % means a stronger effect; in the data active = activation above about 50%, passing the limit was not always enough; also: a part of the inactive calls stands beside numbers as strong as those of hits
# NOD1 inhibition = NOD1 signaling inhibitors, primary screen, cell-based, luminescence, uHTS (AID 1578); NOD1-driven NF-kB luciferase reporter cells, luminescence; higher % means a stronger effect; 1% of 290,000 active; inhibition, % at 4 µM; hits with a dose series show EC50 in µM; in the data active = inhibition mostly above about 36%, no sharp cut-off; inactive = mostly below about 34%;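 also: HEK-293T reporter cells stimulated with the NOD1 agonist gamma-tri-DAP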
# * marks the source's active call; other numbers are inactive results; . = not tested or not shown; [ ] = dose if it differs, or a comment.
SMILES,GPR35 arrestin U2OS,GPR55 antagonists,AID2073,GPR55 beta-arrestin,KOR beta-arrestin-1,HIV peptide binding,Siah-1 displacement,KOR beta-arrestin-2,NOD1 inhibition
O=C(Nc1ccccc1)Nc1ccc(Oc2cccnc2)nc1,8%,2%,-2%,0.3%,14%,-1.2%,-3%,-5.1%,-3%
CSc1ncccc1C(=O)Nc1nc(C(C)(C)C)cs1,15%,4%,4%,0.1%,-10%,1.5%,4%,-5.9%,-22%
Cc1c(Nc2scc(-c3ccccc3)[n+]2-c2ccccc2)c(=O)n(-c2ccccc2)n1C,-2%,15%,-29%,0.2%,-7%,-1.8%,17%,3.8%,-20%
O=C(CSc1ccccc1)NC1CCCCCCC1,-7%,6%,6%,-0.1%,12%,-0.4%,12%,-2.7%,-30%
COc1ccc(C2CC(=O)OC3=C2C(=O)CC(C)(C)C3)c(OC)c1 (configuration not stated),9%,7%,-2%,-0.3%,-10%,1.9%,10%,-0.1%,-34%
CC(Sc1nnc(-c2ccccc2)c(-c2ccccc2)n1)C(=O)Nc1ncc(Cl)cc1Cl (configuration not stated),5%,-7%,-4%,-0.3%,-42%,-0.2%,-5%,0.8%,2%
CCc1nc2ccccc2n1CCC(=O)O,-4%,-4%,20%,1.0%,-1%,-0.8%,7%,-0.5%,-18%
CC(C)(C)c1cc(OC(=O)c2ccccc2F)ccc1O,-6%,3%,16%,0.4%,-27%[20 µM],2.3%,-3%,9.1%,-5%
O=C(CCS(=O)(=O)c1ccc(Cl)cc1)N1CCCc2ccccc21,23%,-28%,11%,-0.1%,-40%,0.5%,-2%,6.2%,16%
CCOc1ccc(N(C)S(=O)(=O)c2cc(-c3cc(C)no3)ccc2C(C)C)cc1,-7%,-17%,2%,0.2%,-24%,-1.3%,-2%,3.1%,-15%
Cc1ccccc1CSc1nnc(-c2ccccn2)n1C,14%,-4%,6%,-0.1%,12%,-1.2%,-1%,-4.2%,-4%
O=C1C(=O)N(Cc2cccc([N+](=O)[O-])c2)c2ccccc21,1%,-16%,-6%,-0.3%,-56%,1.2%,8%,3.7%,-2%
CC(C)(C)c1ccc(C(=O)O)c(C(=O)c2ccccc2)c1,-8%,11%,2%,0.2%,-1%,1.0%,5%,-2.7%,-11%
Cc1ccc2[nH]c(=O)c(CN(CCCN3CCOCC3)C(=O)Nc3ccc(Cl)cc3)cc2c1,-9%,4%,3%,0.2%,-22%[20 µM],2.1%,3%,.,-33%
COc1ccc(CN2CCCC(CNC(=O)c3ccc(F)cc3)C2)c(F)c1 (configuration not stated),19%,-14%,19%,-0.1%,4%[20 µM],-1.3%,-7%,.,23%
COc1ccc(OC)c(C2C=C(c3ccc(C)c(C)c3)Nc3nnnn32)c1 (configuration not stated),1%,2%,7%,-0.1%,-135%,1.1%,31%,5.9%,-12%
CC(=O)C1=C(O)C(=O)N(Cc2cccnc2)C1c1ccc(C)cc1 (configuration not stated),1%,-2%,9%,0.2%,-4%,-0.2%,2%,-6.7%,-12%
CCOC(=O)C1CCCN(C(=O)c2cc3nc(-c4cccc(OC)c4)cc(C(F)(F)F)n3n2)C1 (configuration not stated),-10%,-7%,12%,0.2%,20%,-2.4%,4%,0.2%,-9%
CC1=C(C(=O)N(C)C)C(c2cccs2)NC(=O)N1 (configuration not stated),6%,14%,-6%,0.0%,-1%,1.2%,-1%,-5.1%,-37%
Cc1ccc(C)n1-c1nn(S(=O)(=O)c2cccc3cccnc23)c2cccc(F)c12,1%,9%,5%,0.3%,-20%,-0.4%,-4%,0.7%,18%
COc1ccc(C2CC(=O)c3cnc(NC(=O)c4ccccc4)nc3C2)c(OC)c1 (configuration not stated),-4%,2%,3%,0.2%,4%,-1.9%,8%,1.5%,19%
COc1ccc(NC(=O)C2CCN(S(C)(=O)=O)CC2)c(OC)c1,0%,-6%,-3%,0.5%,-9%[20 µM],-0.7%,3%,-6.1%,-20%
COc1ccc(CCNC(=O)CCCc2ccccc2)cc1OC,8%,7%,18%,-0.1%,9%,-0.9%,-6%,-2.8%,-1%
COC(C(=O)Nc1cccc(F)c1)c1ccccc1 (configuration not stated),0%,5%,-7%,-0.2%,18%,-1.5%,0%,-0.3%,-26%
O=[N+]([O-])c1ccc(CN2CCCCCC2)cc1,-4%,6%,0%,0.3%,-45%[20 µM],-1.1%,2%,0.4%,-21%

# Next section, overlapping the part above by five compounds.
SMILES,GPR35 arrestin U2OS,GPR55 antagonists,AID2073,GPR55 beta-arrestin,KOR beta-arrestin-1,HIV peptide binding,Siah-1 displacement,KOR beta-arrestin-2,NOD1 inhibition
COc1ccc(C2CC(=O)c3cnc(NC(=O)c4ccccc4)nc3C2)c(OC)c1 (configuration not stated),-4%,2%,3%,0.2%,4%,-1.9%,8%,1.5%,19%
COc1ccc(NC(=O)C2CCN(S(C)(=O)=O)CC2)c(OC)c1,0%,-6%,-3%,0.5%,-9%[20 µM],-0.7%,3%,-6.1%,-20%
COc1ccc(CCNC(=O)CCCc2ccccc2)cc1OC,8%,7%,18%,-0.1%,9%,-0.9%,-6%,-2.8%,-1%
COC(C(=O)Nc1cccc(F)c1)c1ccccc1 (configuration not stated),0%,5%,-7%,-0.2%,18%,-1.5%,0%,-0.3%,-26%
O=[N+]([O-])c1ccc(CN2CCCCCC2)cc1,-4%,6%,0%,0.3%,-45%[20 µM],-1.1%,2%,0.4%,-21%
O=C(Nc1nccs1)C1CC(=O)N(CCc2ccc(F)cc2)C1 (configuration not stated),-1%,1%,4%,-0.1%,-20%,-0.8%,7%,-5.2%,-29%
CCOP(=O)(OCC)C(Nc1ccc(C(=O)O)cc1)c1ccccc1 (configuration not stated),14%,10%,0%,-0.3%,-9%,-2.4%,6%,4.1%,-3%
O=S(=O)(O/N=C1\CCCc2ccccc21)c1ccccc1,-12%,-7%,-3%,-0.2%,-4%,1.1%,-1%,2.6%,0%
COc1ccc(-c2ccc(SCC(=O)c3cccs3)nn2)cc1,2%,9%,0%,-0.1%,14%[20 µM],1.2%,5%,-2.2%,-28%
CCC1=C(OC(=O)N(CC)CC)N2C(=O)OC(=NCCc3c[nH]c4ccccc34)[C@]2(C)[C@H]2C1=CC[C@H]1C(=O)N(CC)C(=O)[C@H]12,-10%,11%,5%,0.8%,30%,-0.9%,13%,2.9%,3%
COc1cccc(-c2nn(-c3ccccc3)cc2C(=O)n2nnc3ccccc32)c1,0%,-5%,2%,0.2%,9%,3.7%,5%,-1.1%,53%
Cc1cc(-c2csc(NC(=O)c3ccc(C#N)cc3)n2)c(C)n1Cc1ccco1,13%,0%,74%*,0.2%,3%,56%*,48%,0.2%,1%
OCC1(Cc2ccc(F)cc2)CCCN(CCc2ccccc2)C1 (configuration not stated),-1%,12%,1%,-0.3%,-30%,2.0%,6%,3.0%,4%
CCOC(=O)C1=NNC2(c3ccc(Cl)cc3)C(=O)N(c3cc(C)cc(C)c3)C(=O)C12 (configuration not stated),-6%,0%,7%,0.0%,-13%,-1.2%,2%,1.7%,13%
NCCc1nnc(SCc2ccccc2Cl)o1,3%,10%,-1%,0.3%,-9%,-0.4%,-7%,1.3%,-4%
O=C(Nc1ccc(F)cc1F)C1CCN(S(=O)(=O)c2cccnc2)CC1,-15%,-1%,-6%,0.2%,-13%,0.9%,0%,2.1%,-15%
COCCOc1cc(N(CC(=O)N(C)C)S(=O)(=O)c2ccccc2)c(Cl)cc1Cl,-16%,-4%,9%,0.1%,-12%,-0.8%,6%,-2.4%,-22%
COc1ccc(S(=O)(=O)N2CCCCCC2)cc1C(=O)N1CCCCC1,-2%,13%,6%,-0.2%,4%,-1.8%,0%,9.2%,-32%
O=C(COc1ccccc1/C=C1\SC(=O)NC1=O)Nc1ccc(F)cc1,-11%,-5%,2%,0.4%,-9%,50%,15%,2.4%,0%
O=C(C1CCN(S(=O)(=O)c2cccnc2)CC1)N1CCCCC1,-8%,-15%,-1%,0.2%,-26%,4.0%,4%,-3.8%,-13%
COc1ccccc1/C=N/NC(=O)CSc1cc(C)nc2ccccc12,-4%,-11%,-13%,-0.1%,-340%[20 µM],2.6%,-5%,.,-3%
Cc1sc2ncnc(SCC(=O)NNC(=O)c3ccco3)c2c1C,-1%,-1%,7%,0.6%,0%,0.0%,0%,-1.0%,-32%
CCOC(=O)c1cnc(SC)nc1Oc1cccc(NS(=O)(=O)c2ccc(F)cc2)c1,5%,10%,13%,-0.2%,-22%,-3.6%,-1%,1.1%,4%
COc1ccc(C(=O)OCC(=O)c2cc(OC)ccc2OC)c(OC)c1,-5%,-2%,6%,0.2%,-39%,0.2%,-3%,-0.1%,-42%
c1coc(CNCCCN2CCOCC2)c1,-4%,1%,0%,1.1%,-19%,8.4%,1%,15%,-13%
COc1ccc(Cn2cnc3sccc3c2=O)cc1,-7%,2%,-5%,-0.3%,-12%,-2.9%,7%,0.9%,6%
CC(CN(C)Cc1ccccc1)OC(=O)C1COc2ccccc2O1 (configuration not stated),-9%,-3%,-7%,0.4%,-8%,0.5%,-1%,-0.9%,9%
Cc1ccc(S(=O)(=O)N2CCCCC2)cc1NC(=O)CSc1nnc(N)s1,-3%,19%,0%,-0.5%,17%,-1.4%,6%,-5.1%,-18%
CCN1C(=O)C(CC(=O)Nc2ccc(OC)cc2)N(CCc2ccc(OC)cc2)C1=S (configuration not stated),-14%,11%,4%,-0.5%,-37%,5.0%,-6%,5.2%,-55%
CCn1cc(C(C)NC(=O)COc2ccc(Cl)cc2C)c(C)n1 (configuration not stated),21%,-2%,2%,0.1%,29%,0.1%,1%,-2.5%,-10%
Cc1nc2ccc(NC(=O)COc3ccccc3C)cc2s1,-4%,13%,-4%,0.5%,11%,-1.3%,0%,-1.5%,-43%

# 4 consecutive records from above, for reference:
SMILES,GPR35 arrestin U2OS,GPR55 antagonists,AID2073,GPR55 beta-arrestin,KOR beta-arrestin-1,HIV peptide binding,Siah-1 displacement,KOR beta-arrestin-2,NOD1 inhibition
O=C(Nc1nccs1)C1CC(=O)N(CCc2ccc(F)cc2)C1 (configuration not stated),-1%,1%,4%,-0.1%,-20%,-0.8%,7%,-5.2%,-29%
CCOP(=O)(OCC)C(Nc1ccc(C(=O)O)cc1)c1ccccc1 (configuration not stated),14%,10%,0%,-0.3%,-9%,-2.4%,6%,4.1%,-3%
O=S(=O)(O/N=C1\CCCc2ccccc21)c1ccccc1,-12%,-7%,-3%,-0.2%,-4%,1.1%,-1%,2.6%,0%
COc1ccc(-c2ccc(SCC(=O)c3cccs3)nn2)cc1,2%,9%,0%,-0.1%,14%[20 µM],1.2%,5%,-2.2%,-28%

# This is a subset; count on the stated rates, not on these rows.
